PAFAH2 FP inh: PAFAH2 (human) inhibition; 340,000 compounds, 0.99% hits; inhibition, % at 3.39 µM; Q99487; recombinant PAFAH2, FP-rhodamine activity probe, fluorescence polarization;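 active means inhibition above the mean over all tested compounds plus 3 SD, cut at about 30% in these data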;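 further: inhibitors block probe labeling of enzyme so polarization drops; 0% = enzyme with DMSO and 100% = wells lacking PAFAH2 protein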
pPAFAH inh: pPAFAH (human) enzyme inhibition; AID 463082; inhibition, % at 3.39 µM; recombinant pPAFAH, FP-rhodamine probe fluorescence polarization; Q13093; 330,000 compounds, 1.5% hits;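 active means inhibition above the mean inhibition across the screen plus 3 SD, cut at about 25% in these data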;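 further: inhibitors block binding of the rhodamine activity-based probe so polarization drops; 0% = enzyme with DMSO and 100% = wells lacking pPAFAH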
PREPL inh: human PREPL enzyme inhibition | Q4J6C6 | recombinant PREPL, fluorescence polarization activity-based probe | inhibition, % at 5.96 µM | 320,000 compounds, 0.68% hits; in the data active means inhibition above about 43%;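 further: 0% = enzyme with DMSO and 100% = wells lacking enzyme; many of its hits are not listed in these tables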
LYPLA2 counter: counter-screen for PME1 inhibitors: inhibitors of human LYPLA2 | recombinant LYPLA2, FP-Rh probe fluorescence polarization | inhibition, % at 5.9 µM | 320,000 compounds, 0.38% hits | AID 2177;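 active means inhibition above the screen-wide mean plus 3 SD, limit set per campaign, cut at about 26% in these data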;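 further: 0% = LYPLA2 with DMSO and 100% = wells lacking LYPLA2 enzyme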
EBNA-1 inhibitor: blocks EBNA-1 binding to DNA | EBNA-1 DNA binding, fluorescence polarization | inhibition, % at 14.8 µM | 300,000 compounds, 0.34% hits | AID 1950; in the data active means inhibition above about 28%
ZTA DNA inh: blocks Epstein-Barr virus ZTA, an EBNA-1 counter-screen. P03206. ZTA-DNA binding, fluorescence polarization. inhibition, % at 11 µM. 320,000 compounds, 0.15% hits. AID 2234; in the data active means inhibition above about 33%
Target sequence (P03206 whole entry, looked up): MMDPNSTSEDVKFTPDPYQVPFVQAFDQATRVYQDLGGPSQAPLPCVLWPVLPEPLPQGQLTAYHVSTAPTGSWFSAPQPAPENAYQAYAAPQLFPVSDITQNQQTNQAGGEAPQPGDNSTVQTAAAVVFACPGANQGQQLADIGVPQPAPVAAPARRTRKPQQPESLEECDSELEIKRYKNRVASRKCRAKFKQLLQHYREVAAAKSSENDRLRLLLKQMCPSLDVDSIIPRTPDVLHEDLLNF
PAFAH1B3 FP inh: blocks human PAF acetylhydrolase 1B catalytic subunit 3; recombinant PAFAH1B3, FP-rhodamine probe, fluorescence polarization; AID 492972; inhibition, % at 3.39 µM; 340,000 compounds, 0.28% hits;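 active means inhibition above the screen-wide average of all tested compounds plus 3 SD, cut at about 25% in these data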;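 further: 0% = enzyme with DMSO only and 100% = wells lacking PAFAH1B3 protein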
Target sequence (Q15102 whole entry, looked up): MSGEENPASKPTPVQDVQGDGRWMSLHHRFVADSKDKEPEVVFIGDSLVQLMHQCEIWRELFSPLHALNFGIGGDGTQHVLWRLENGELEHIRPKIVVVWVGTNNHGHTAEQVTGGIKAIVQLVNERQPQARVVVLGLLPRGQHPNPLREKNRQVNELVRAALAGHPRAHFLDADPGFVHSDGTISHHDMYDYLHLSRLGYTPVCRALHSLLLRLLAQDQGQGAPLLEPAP
PAFAH1B2 inh: inhibitors of human PAFAH1B2. P68402. recombinant PAFAH1B2, FP-rhodamine activity probe, fluorescence polarization. inhibition, % at 3.39 µM. 340,000 compounds, 1.2% hits. AID 492953;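 active means inhibition above the mean of all tested compounds plus 3 SD, cut at about 24% in these data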;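 further: 0% = enzyme with DMSO and 100% = wells lacking PAFAH1B2; many of its hits are not listed in these tables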
Target sequence (P68402 whole entry, looked up): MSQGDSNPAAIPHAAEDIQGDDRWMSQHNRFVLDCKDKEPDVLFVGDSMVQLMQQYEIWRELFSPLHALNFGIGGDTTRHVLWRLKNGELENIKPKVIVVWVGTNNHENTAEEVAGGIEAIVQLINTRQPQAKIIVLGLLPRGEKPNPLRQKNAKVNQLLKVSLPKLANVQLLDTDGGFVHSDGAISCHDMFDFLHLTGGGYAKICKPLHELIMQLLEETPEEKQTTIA
LYPLA1 inh: LYPLA1 (human) inhibition in PME1 counter-screen. 320,000 compounds, 0.16% hits. recombinant LYPLA1, FP-Rh probe fluorescence polarization. inhibition, % at 5.9 µM. AID 2174;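 active means inhibition above the mean of all tested compounds plus 3 SD, set per campaign, cut at about 14% in these data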;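 further: inhibitors block serine hydrolase probe labeling of LYPLA1 so polarization falls; 0% = enzyme with DMSO and 100% = wells lacking LYPLA1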
Target sequence (O75608 whole entry, looked up): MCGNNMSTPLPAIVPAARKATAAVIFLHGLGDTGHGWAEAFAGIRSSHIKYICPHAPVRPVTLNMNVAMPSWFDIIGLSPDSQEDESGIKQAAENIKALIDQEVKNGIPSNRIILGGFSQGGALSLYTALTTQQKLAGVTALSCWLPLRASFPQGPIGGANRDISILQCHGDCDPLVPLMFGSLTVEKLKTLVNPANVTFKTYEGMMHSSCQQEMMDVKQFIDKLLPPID
Starred values were filed as active, the others as inactive; / = not tested or not shown.

SMILES	PAFAH2 FP inh	pPAFAH inh	PREPL inh	LYPLA2 counter	EBNA-1 inhibitor	ZTA DNA inh	PAFAH1B3 FP inh	PAFAH1B2 inh	LYPLA1 inh
Cc1nn(-c2ccc(C(F)(F)F)cn2)c(C)c1Oc1ccccc1O	4	11	-8	-4	-13	-4	-1	5	-6
Cc1ccc(NC(=S)NCc2cccs2)cc1	0	6	-3	-3	-5	7	10	5	-1
N#Cc1ccccc1S(=O)(=O)N1CCN(C(=O)CCC2CCCC2)CC1	3	5	14	5	/	-11	-1	-2	1
Cc1ccc(CN2CCN(CC(C)C)C(CCO)C2)s1 (centres undefined)	-3	0	-1	5	0	-18	1	3	-1
COP(=O)(OC)C(NC(=O)Nc1ccccc1)c1ccccc1 (centres undefined)	0	-2	4	6	-4	-7	3	0	4
COCCn1c(SCC(=O)Nc2cccnc2Cl)nc2ccccc21	-1	1	9	/	/	/	-3	2	/
CCOC(=O)c1sc(NC(=O)c2ccccc2C(=O)O)c(C(=O)OCC)c1C	0	1	-2	5	-14	-8	4	2	1
O=c1[nH]c(CN2CCc3ccccc32)nc2scc(-c3cccs3)c12	-12	6	0	-20	8	-11	3	3	-13
Cc1ccc(CN2C(=O)CCC2C(=O)NCc2ccc3c(c2)OCO3)cc1 (centres undefined)	-5	2	-3	-3	1	5	0	4	-1
COc1cc(COc2ccc3c(C)c(CCC(=O)O)c(=O)oc3c2)cc(OC)c1OC	-1	4	-3	-2	-15	13	7	6	2
NC(=O)C1CCN(c2nc(-c3cccc(N)c3)cs2)CC1	6	4	18	/	/	/	6	3	/
CC(=O)Nc1ccc(NC(=O)CSc2nnc(-c3ccco3)o2)cc1	-12	-4	4	1	2	-6	4	1	-1
COc1ccc(-c2cnc(N)n2C)cc1	-1	0	4	1	5	-4	12	6	4
COc1cc2c(=O)n(CCC(=O)NCC3CCCO3)c(=O)n(CC(=O)Nc3ccc(C)cc3C)c2cc1OC (centres undefined)	1	6	0	-4	4	-5	-6	-4	0
Cc1ccn2c(CNCc3cnn(C)c3)c(C(=O)N3CCCCCC3)nc2c1	0	4	5	-4	3	-1	7	2	-1
CN(C(=O)COC(=O)CSCc1cccc(Cl)c1)c1c(N)n(Cc2ccccc2)c(=O)[nH]c1=O	10	16	5	-2	/	-20	10	12	-2
CCN1CCN(Cc2nnc(-c3ccccc3)o2)CC1	8	3	-5	8	14	21	-8	-5	2
COCCNS(=O)(=O)c1cc(OC)ccc1OC	5	6	-6	10	-12	-12	2	8	2
COc1ccc(-c2nn(-c3ccccc3)cc2/C=N/NC(N)=S)cc1OC	0	2	25	-10	-1	-18	0	-1	-5
O=C(Nc1nnc(-c2ccc3c(c2)CCCC3)o1)c1ccccc1	7	7	3	5	0	10	12	0	2

A section taken from the entries so far:
SMILES	PAFAH2 FP inh	pPAFAH inh	PREPL inh	LYPLA2 counter	EBNA-1 inhibitor	ZTA DNA inh	PAFAH1B3 FP inh	PAFAH1B2 inh	LYPLA1 inh
COc1ccc(-c2nn(-c3ccccc3)cc2/C=N/NC(N)=S)cc1OC	0	2	25	-10	-1	-18	0	-1	-5
O=C(Nc1nnc(-c2ccc3c(c2)CCCC3)o1)c1ccccc1	7	7	3	5	0	10	12	0	2

Later entries.
SMILES	PAFAH2 FP inh	pPAFAH inh	PREPL inh	LYPLA2 counter	EBNA-1 inhibitor	ZTA DNA inh	PAFAH1B3 FP inh	PAFAH1B2 inh	LYPLA1 inh
O=C(/C=C/c1ccccc1)NCC1(c2ccccc2)CCOCC1	-3	8	0	3	2	-14	4	10	-1
O=C(O)C1CSC(c2ccccc2)N1C(=O)c1ccco1 (centres undefined)	6	-4	10	4	-3	0	8	-1	2
CC(C)C1Oc2ccccc2C(=O)N(CC(=O)c2ccc3c(c2)OCCO3)C1=O (centres undefined)	4	1	-3	-3	6	3	4	6	1
N#Cc1nc(-c2ccco2)oc1N1CCc2ccccc2C1	-2	5	21	1	-10	3	-2	-2	-1
C=CCn1c(COc2cccc(C)c2)nnc1SCn1nnc2ccccc2c1=O	6	-1	-7	8	5	7	7	0	0
Cc1ccc(S(=O)(=O)c2nc(S(C)(=O)=O)sc2N2CCC(O)CC2)cc1	4	0	2	0	-4	-6	-6	-2	-3
COc1ccc(Cc2noc(CN3CCCN(C4Cc5ccccc5C4)CC3)n2)cc1OC	-2	0	5	-1	-8	-8	9	7	-3
Cc1cc(NC(=O)CCCSc2nc(-c3ccco3)cc(C(F)(F)F)n2)n(-c2ccccc2)n1	-2	4	10	-13	-14	5	2	-4	-3
C[N+](C)(CC#N)C/C=C\c1ccccc1	3	-2	-11	-6	-5	15	6	5	-1
Cc1nc(SCc2ccccc2)c([N+](=O)[O-])[nH]1	4	2	3	4	-5	-6	7	6	1
Cc1ccc(C)c(NC(=S)N(C)CCc2ccccn2)c1	-11	1	-3	-3	8	6	6	-2	-6
CCCCSC(=S)N(C)C1CCS(=O)(=O)C1 (centres undefined)	-7	19	5	-1	4	1	6	3	1
O=C(CN1C(=O)/C(=C/c2cccc(Br)c2)SC1=S)Nc1cccnc1	-15	6	28	-4	-1	-17	-10	-8	-14
CC(=O)OC1CC(C)(C)N(OC(=O)CCCN2C(=O)c3ccccc3C2=O)C(C)(C)C1	7	2	12	3	-6	-10	-5	3	-1
COC(=O)c1ccccc1OCC(=O)NC1CCCCC1	-11	9	8	3	-4	11	-5	0	1
Cc1nc(NC(=O)CSc2nnc(N)s2)c(Cl)cc1Cl	5	-7	11	0	-10	-9	5	0	-4
CCCCNC(=S)N/N=C/c1sccc1C	11	4	4	1	-11	1	9	0	3
CC(C)(C)NC(=O)CN(Cc1ccco1)C(=O)CCC(=O)Nc1nccs1	13	2	4	-5	-5	-4	-2	6	4
COc1ccc(-n2c(SCC(N)=O)nc3sc4c(c3c2=O)CCN(C)C4)cc1	-1	0	35	-4	-2	2	13	4	2
CC(C)(C)CC(=O)Nc1ccc(-c2cn3cccnc3n2)cc1	0	2	-5	1	2	10	1	4	5
Cc1ccc(NC(=O)C2CC(=O)Nc3nc4ccccc4n32)c(C)c1 (centres undefined)	4	-1	-3	-2	26	9	-2	1	2
O=C(CC1C(=O)NCCN1CC1CCCCC1)NCc1cccc(F)c1F (centres undefined)	-9	2	15	-3	2	10	4	10	3
O=S(=O)(Nc1ccc(N2CCOCC2)cc1)c1ccc(F)cc1F	-3	4	13	6	-2	-28	1	2	1
COc1cc2ccccc2cc1C(=O)N1CCN(c2ccccc2O)CC1	-11	1	-4	1	/	0	6	1	-5
CN1CCN(C2Cc3ccccc3Sc3ccc(Cl)cc32)CC1 (centres undefined)	0	2	-13	-3	7	12	4	4	-2
CS(=O)(=O)N1CCN(c2ccccc2NC(=O)CSc2ccc(Cl)cc2)CC1	-2	2	20	9	0	12	5	6	1
CCN(CC)CC(C)(C)NS(=O)(=O)c1ccc(Cl)cc1	-4	2	18	-1	-6	-2	13	0	1
COc1ccc2c(C)cc(SCC(=O)NCCN3C(=O)CSC3=O)nc2c1	-4	6	6	4	13	-8	4	-2	6
CN(Cc1nc(-c2cccs2)no1)CC(O)c1ccccc1 (centres undefined)	-1	6	11	-2	-5	5	3	4	0
CC(CCc1ccco1)NC(=O)CCc1nnc2ccc(NCc3ccccc3Cl)nn12 (centres undefined)	-1	20	-1	3	-1	-22	6	5	-6
Cc1cc(Cl)cc(C)c1OCCCCCn1ccnc1	4	6	-4	4	-4	5	13	-1	1
CCOc1ccc(NC(=O)COC(=O)CCN2C(=O)C3CC=CCC3C2=O)cc1OCC (centres undefined)	5	7	20	5	/	-18	14	4	-1
CCCNC(=O)C(Cc1ccccc1)NS(=O)(=O)c1ccc2c(c1)c(=O)n(C)c(=O)n2C (centres undefined)	4	1	-2	1	4	5	9	5	1
COc1cccc(OC)c1C(=O)Nc1ccc2c3c(cccc13)CC2	8	5	-2	5	0	10	5	1	0
CCOc1ccc(-c2nc(C#N)c(N3CCN(CC)CC3)o2)cc1	9	4	13	3	-5	3	8	0	2
CC(=O)c1ccc(-c2ccc(C(=O)N3CCC(C(N)=O)CC3)o2)cc1	2	0	3	8	11	-5	7	7	1
CCn1cc(Cl)c(C(=O)Nc2ccc(OC)c(OC)c2)n1	-2	1	-1	5	8	-6	-2	2	1
COC(=O)c1ccccc1NC(=O)/C=C/C(=O)O	-2	2	-2	2	8	15	3	3	1
COc1ccc(C)cc1N(CC(=O)Nc1cccnc1)S(=O)(=O)c1ccccc1	7	-3	-12	-4	3	6	4	9	-1
O=C(Nc1ncccn1)c1cccs1	2	3	19	10	-3	-13	3	7	0
CSc1ncccc1C(=O)OCc1nc2ccsc2c(=O)[nH]1	-8	6	5	6	-6	-12	3	0	-1
c1cc(-c2cn(C[C@H]3CC[C@@H]([C@@H]4CC[C@H](Cn5cc(-c6ccsc6)nn5)O4)O3)nn2)cs1	3	11	-20	5	-4	-1	2	-2	0
Cc1ccc(S(=O)(=O)/N=C2/NC(=O)/C(=C/c3ccccc3)S2)cc1	-18	-8	3	2	8	12	3	2	-8
C=CCn1c(N)c(C(=O)Nc2ccc(C)c(C)c2)c2nc3ccccc3nc21	4	-9	12	-6	-18	-2	2	2	-7
CNC(=O)c1ccsc1NC(=O)c1ccc(S(=O)(=O)N2CCc3ccccc32)cc1	-18	-14	5	-41	8	-4	-28	-7	-25
CC(=O)c1cc2c(cc1NS(=O)(=O)c1ccccc1)OCO2	2	2	-3	9	4	2	7	7	0
O=C1c2ccccc2C(=O)N1CCC#Cc1ccc2cc(CCCO)oc(=O)c2c1	-10	1	12	/	/	/	1	-4	/
COc1ccc2nc(SCc3cnc(C)nc3N)[nH]c2c1	-4	-5	2	0	2	18	-3	-1	0
COc1ccccc1N1CCN(C(=O)c2cc3c(C)nc4ccccc4c3o2)CC1	-2	8	-17	0	-6	-12	6	-1	0
COc1ccc(/C=C2\Sc3ccc(C(=O)N4CCN(Cc5ccccc5)CC4)cc3N(C)C2=O)cc1OC	5	16	31	6	-4	-2	5	3	-2
CC1CCN(C(=S)c2ccc([N+](=O)[O-])cc2)CC1	-2	-1	14	11	12	-6	0	0	-1
CC(C)c1ccc(C2(C)NC(=O)N(CC(=O)NC3CCCC(C)C3C)C2=O)cc1 (centres undefined)	12	3	3	0	/	5	10	7	2
CSCCC(=O)N1CCCC(CNC(=O)c2ccc(-c3ccccc3)cc2)C1 (centres undefined)	5	2	32	-5	-2	8	7	2	-6
CCC(C)(C)n1nnnc1C(c1cc(OC)c(OC)c(OC)c1)N1CCN(c2ccccc2)CC1 (centres undefined)	-3	6	-9	-1	0	2	3	4	0
CN(Cc1ccc(F)cc1)S(=O)(=O)c1nnc(NC(=O)c2ccccc2Br)s1	4	8	1	1	-6	-8	-1	10	-2
CCc1ccccc1NC(=S)N1CCC(NC(=O)c2ccc(OC)cc2)CC1	4	4	9	-4	14	15	3	1	-6
c1ccc(-c2nnc(-c3ccccc3)c(-c3c[nH]c4ccccc34)n2)cc1	2	-7	3	-3	-19	1	0	-1	0
Cc1nn(CC(=O)N(C)Cc2ccccc2)c(=O)c2cccn12	-4	1	-2	2	1	-11	4	4	2
Cc1cc(C)nc(NC(=S)Nc2ccccc2)n1	1	5	2	-3	-4	2	8	2	-3
Cc1ccc(CN2C(=O)C(=O)N(CC(N)=O)C2=O)cc1	-8	0	-3	1	-10	-19	6	0	4
O=C(NCCCN1CCCC1=O)Nc1ccc(Cl)cc1	-2	1	5	-1	-10	-23	-3	1	-1
CC(=O)N1c2ccc(S(=O)(=O)NCCC(=O)NCCc3cccc(C)c3)cc2CC1C (centres undefined)	2	6	12	1	-9	-2	5	3	-4

Screens from PubChem BioAssay.

This is a subset, so the mix of outcomes need not match the whole.
